uPA generation = qHTS for Inhibitors of Cell Surface uPA Generation. cell surface uPA generation assay, qHTS. Potency, µM (top dose mostly 38.3 µM), for the others: at the highest dose activity change, negative = inhibition, usual class: inhibitors. actives 0.31% (n = 330,000). AID 540303, 2011; active = well fitted inhibition curve with a large enough effect; inconclusive = small, poorly fitted or top-dose-only effect; inactive = no such curve, though single readings can be large or run the other way; tested in mouse RAW 264.7 cells; also: % is scaled to controls: 0 for no effect and ±100 for the full control effect; nearly all actives have a fitted effect of over 55% in size
NPC1 prom act = qHTS Assay for NPC1 Promoter Activators; Huh7 NPC1 promoter luciferase reporter, 24 h; Potency, µM (series often up to 9.22 µM), inactives show at the top dose activation, hits mostly activators; actives 2.4% (n = 320,000); AID 485313, 2010;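 also: % of control where 0% means no effect; nearly all actives have a fitted effect of over 60% in size; reporter is driven by a mutant NPC1 promoter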
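Stably transfected Huh7 (NPC1 promoter→luciferase), 1500 cells/well in Opti-MEM + 10% FBS, 2 h settle, then compound 24 h at 37 °C. Luminescence after 10 min with Amplite reagent.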
MBNL1 CUG block = qHTS Assay for Inhibitors of MBNL1-poly(CUG) RNA binding; actives 0.036% (n = 280,000); Muscleblind-like protein 1 (Homo sapiens), Q9NR56; TR-FRET MBNL1-His/biotin-(CUG)12 binding, 665/545 ratio; Potency, µM (series often up to 57.5 µM), inactives show at the highest dose activity change, negative = inhibition, actives largely listed as inhibitors; active = well fitted inhibition curve with a large enough effect in the signal ratio, with a control signal flat, not every such curve was filed as active; inconclusive = small, poorly fitted or top-dose-only effect, or effect the other way, or a change in a side signal; inactive = no such curve, though single readings can be large or run the other way; the % refers to the signal ratio; also: % is scaled to controls: 0 for no effect and ±100 for the full control effect
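TR-FRET between His-tagged MBNL1 and biotin-(CUG)12 RNA, detected with Tb anti-His antibody (0.055 ng/ul) and streptavidin-XL665 (5 nM), 60 min at room temperature. Compounds titrated 92 nM to 58 uM; 665/545 nm ratio normalized to buffer and complex controls.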
p53 reactivation = qHTS assay for re-activators of p53 using a Luc reporter. H1299 p53-A138V BP100-luciferase reporter, luminescence, 24 h. Potency, µM (series often up to 92.2 µM), inactives show at the top dose activity change, positive = activation, hits mostly activators. actives 0.063% (n = 320,000). AID 504706, 2011; also: % of control where 0% means no effect; nearly all actives have a fitted effect of over 45% in size
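p53-null H1299 cells stably carrying temperature-sensitive p53-A138V and a BP100-luciferase reporter were pinned with compounds (4-point, 1:5 series) and held 24 hrs at 37 deg C. Luminescence was read 10 min after detection reagent.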
ELG1 genotox = qHTS screen for small molecules that induce genotoxicity in human embryonic kidney (HEK293T) cells expressing luciferase-tagged ELG1 | HEK293T ELG1-luciferase reporter, luminescence, 16 h | AID 504466, 2011 | Potency, µM (series often up to 46 µM), for inactives: top-dose activity change, positive = activation, actives largely listed as activators | actives 1.3% (n = 330,000); also: % of control where 0% means no effect; nearly all actives have a fitted effect of over 60% in size
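ELG1-luciferase HEK293T cells, 2,000/well; compound pinned in; 16 hr, 37 °C, 5% CO2; ONE-Glo, 30 min RT; luminescence on CCD imager.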
FLuc counter = qHTS profiling assay for firefly luciferase inhibitor/activator using purifed enzyme and Km concentrations of substrates (counterscreen for miR-21 project); purified FLuc, Km substrates, luminescence inhibition; Potency, µM (doses to about 57.5 µM), inactives show at the highest dose activity change, negative = inhibition, hits mostly inhibitors; actives 6.9% (n = 360,000); AID 588342, 2011;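 also: plate controls were vehicle for no effect and reference inhibitor for full effect; nearly all actives have a fitted effect of over 55% in size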
Target sequence (P08659 whole entry, looked up): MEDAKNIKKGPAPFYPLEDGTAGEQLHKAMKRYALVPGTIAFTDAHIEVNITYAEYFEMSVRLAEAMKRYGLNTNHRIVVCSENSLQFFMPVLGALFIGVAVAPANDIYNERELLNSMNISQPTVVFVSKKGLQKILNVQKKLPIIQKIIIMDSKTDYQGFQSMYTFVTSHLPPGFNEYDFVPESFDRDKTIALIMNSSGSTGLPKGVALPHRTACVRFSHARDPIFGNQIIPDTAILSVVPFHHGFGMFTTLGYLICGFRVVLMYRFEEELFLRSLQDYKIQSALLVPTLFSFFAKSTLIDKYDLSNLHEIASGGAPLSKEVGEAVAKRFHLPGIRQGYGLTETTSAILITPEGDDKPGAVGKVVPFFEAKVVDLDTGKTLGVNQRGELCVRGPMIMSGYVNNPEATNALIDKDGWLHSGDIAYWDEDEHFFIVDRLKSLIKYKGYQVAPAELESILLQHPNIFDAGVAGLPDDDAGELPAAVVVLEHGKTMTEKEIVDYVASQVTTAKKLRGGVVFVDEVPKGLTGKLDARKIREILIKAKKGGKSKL
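Purified P. pyralis luciferase (10nM final) with 10uM D-luciferin and 10uM ATP (Km levels) in 50mM Tris acetate pH 7.5, 10mM Mg acetate, 0.01% Tween-20, 0.05% BSA; qHTS 6-point titration, ~60 µM downward; luminescence read.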
Rab9 prom act = qHTS Assay for Rab9 Promoter Activators | Huh7 Rab9 promoter-luciferase reporter, luminescence, 24 h | Potency, µM (series often up to 9.22 µM), for the others: at the highest dose activation, negative = inhibition, usual class: activators | actives 2.8% (n = 320,000); also: % of control where 0% means no effect; nearly all actives have a fitted effect of over 60% in size
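Measured in stably transfected Huh7 cells bearing a Rab9 promoter–luciferase construct: 24 h compound treatment at 37 °C, followed by luminescence detection.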
BRCA1 expr act = qHTS Assay to Identify Small Molecule Activators of BRCA1 Expression; MCF7-BRCA1-FFLuc reporter, luminescence, 48 h; response scale: scaled: vehicle 0%, 10 µM genistein 100%; actives 1.1% (n = 380,000); Potency, µM (top dose mostly 46.1 µM), for inactives: at the top dose activation, hits mostly activators; also: nearly all actives have a fitted effect of over 80% in size; some results filed as inactive show a strong effect at the top dose
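48 h compound treatment of MCF7-BRCA1-FFLuc cells (phenol-red free MEM, 37 °C), then 15 min with luciferase substrate and luminescence imaging.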
RORgamma inh = qHTS for inhibitors of ROR gamma transcriptional activity; Nuclear receptor ROR-gamma (Mus musculus), P51450; Drosophila S2 Gal4-RORgamma UAS-luciferase reporter, 20 h; Potency, µM (top dose mostly 53.6 µM), inactives show top-dose activity change, negative = inhibition, most hits filed as inhibitors; actives 5.4% (n = 310,000); also: % is scaled to controls: 0 for no effect and ±100 for the full control effect; nearly all actives have a fitted effect of over 60% in size
Target sequence (P51450 whole entry, looked up, the tested form may be a part): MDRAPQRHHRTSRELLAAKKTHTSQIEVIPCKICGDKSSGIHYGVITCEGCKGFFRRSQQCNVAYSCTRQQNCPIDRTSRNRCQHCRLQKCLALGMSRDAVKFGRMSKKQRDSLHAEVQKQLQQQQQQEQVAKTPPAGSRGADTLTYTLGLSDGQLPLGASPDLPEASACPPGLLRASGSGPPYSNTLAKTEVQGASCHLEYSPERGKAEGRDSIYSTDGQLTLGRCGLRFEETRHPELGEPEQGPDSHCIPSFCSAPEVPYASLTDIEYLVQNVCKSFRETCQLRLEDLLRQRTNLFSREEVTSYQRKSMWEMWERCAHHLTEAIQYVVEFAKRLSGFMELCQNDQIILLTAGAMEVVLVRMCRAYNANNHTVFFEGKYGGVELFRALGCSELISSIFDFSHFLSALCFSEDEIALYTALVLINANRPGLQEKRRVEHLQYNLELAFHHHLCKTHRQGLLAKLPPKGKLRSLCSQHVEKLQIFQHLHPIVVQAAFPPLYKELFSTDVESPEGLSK
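Drosophila S2 cells stably expressing Gal4-DBD/mouse RORγ fusion under metallothionein promoter plus UAS-luciferase; compound 1 h, then 700 uM CuSO4 induction for 20 h at ambient temperature; inhibition read as reduced luminescence.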
VP16 counter = VP16 counterscreen qHTS for inhibitors of ROR gamma transcriptional activity. Drosophila S2 Gal4-VP16 UAS-luciferase, luminescence, 20 h. Potency, µM (top dose mostly 53.6 µM), for inactives: top-dose activity, negative = inhibition, actives largely listed as inhibitors. actives 3.5% (n = 310,000). AID 2546, 2010;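 also: Gal4-VP16 expression switched on by copper sulfate through the metallothionein promoter; % is scaled to controls: 0 for no effect and ±100 for the full control effect; nearly all actives have a fitted effect of over 50% in size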
Numbers without * were called inactive; ? = inconclusive; / = no result given; & = joins results of further samples; [ ] = remark or other dose. Unless noted, calls follow the shape of the dose curve; as a rule, active = well fitted curve in the direction sought with a large enough effect; inconclusive = small, poorly fitted or top-dose-only effect, or another doubt; inactive = no such curve, though single readings can be large; an effect the other way counts as inactive or inconclusive. Potency is read from the fitted curve at half-maximal effect.

SMILES | uPA generation | NPC1 prom act | MBNL1 CUG block | p53 reactivation | ELG1 genotox | FLuc counter | Rab9 prom act | BRCA1 expr act | RORgamma inh | VP16 counter
O=C(COc1ccccc1-c1ccccc1)NCCN1C(=O)S/C(=C\c2cccnc2)C1=O | -3% | 0% | 8% | -14% | -2% | 2% | 0% | -39% | -42% | 20µM*
O=C(c1ccccc1[N+](=O)[O-])N1CCN(c2ccc(N3CCOCC3)nn2)CC1 | 1% | 1% | / | -6% | -1% | 0% | -1% | -18% | / | /
Cc1c(NC(=O)c2cc3c(s2)CCCC3)c(=O)n(-c2ccccc2)n1C | 3% | -9% | 2% | 3% | 4% | -19% | 0% | 1% | ? | -2%
CC1CC(C)CN(S(=O)(=O)c2ccc(NC(=S)NC(=O)c3ccccc3)cc2)C1 (stereo unspecified) | -3% | -9% | / | -1% | 4% | -2% | -13% | -28% | ? | ?
COc1cccc(/C=N/NC(=O)c2cccc3ccccc23)c1 | -3% | 10% | 1% | 11% | -6% | -11% | -2% | -18% | -4% | 4%
Cc1ccc(CS(=O)(=O)CCC(=O)NCCC2=CCCCC2)cc1 | 3% | -3% | -2% | 0% | 18% | 2% | -13% | -4% | 21% | -5%[10 µM]
CN(CC(=O)Nc1cccc(F)c1)C(=O)CCc1nc2cc(S(=O)(=O)N3CCOCC3)ccc2n1C | -8% | 0% | / | -4% | -3% | 0% | -3% | -11% | / | /
Cn1c(SCC(=O)N/N=C/c2ccncc2)nc2ccccc21 | -7% | 3% | 5% | 3% | -1% | -4% | -9% | -37% | -2% | 1%
CN1C(=O)c2cccc3c(S(=O)(=O)Nc4ccccn4)ccc1c23 | -11% | -8% | ? | -11% | ? | -2% | -4% | -74% | -41% | ?
COc1cccc(C(C)NC(=O)Cc2cccs2)c1 (stereo unspecified) | 3% | -4% | 3% | 7% | 8% | 0% | 5% | -3% | 10% | -1%

6 structures from above, arranged by heavy-atom count, high to low.
SMILES | uPA generation | NPC1 prom act | MBNL1 CUG block | p53 reactivation | ELG1 genotox | FLuc counter | Rab9 prom act | BRCA1 expr act | RORgamma inh | VP16 counter
CN(CC(=O)Nc1cccc(F)c1)C(=O)CCc1nc2cc(S(=O)(=O)N3CCOCC3)ccc2n1C | -8% | 0% | / | -4% | -3% | 0% | -3% | -11% | / | /
CC1CC(C)CN(S(=O)(=O)c2ccc(NC(=S)NC(=O)c3ccccc3)cc2)C1 (stereo unspecified) | -3% | -9% | / | -1% | 4% | -2% | -13% | -28% | ? | ?
Cc1c(NC(=O)c2cc3c(s2)CCCC3)c(=O)n(-c2ccccc2)n1C | 3% | -9% | 2% | 3% | 4% | -19% | 0% | 1% | ? | -2%
Cc1ccc(CS(=O)(=O)CCC(=O)NCCC2=CCCCC2)cc1 | 3% | -3% | -2% | 0% | 18% | 2% | -13% | -4% | 21% | -5%[10 µM]
COc1cccc(/C=N/NC(=O)c2cccc3ccccc23)c1 | -3% | 10% | 1% | 11% | -6% | -11% | -2% | -18% | -4% | 4%
COc1cccc(C(C)NC(=O)Cc2cccs2)c1 (stereo unspecified) | 3% | -4% | 3% | 7% | 8% | 0% | 5% | -3% | 10% | -1%

Remaining list, next part.
SMILES | uPA generation | NPC1 prom act | MBNL1 CUG block | p53 reactivation | ELG1 genotox | FLuc counter | Rab9 prom act | BRCA1 expr act | RORgamma inh | VP16 counter
O=S(=O)(NCC1COc2ccccc2O1)c1ccccc1F (stereo unspecified) | -20% | / | / | 4% | 0% | / | / | -4% | / | /
O=C(CCN1C(=O)/C(=C/c2ccccc2Cl)SC1=S)NCCCN1CCOCC1 | ? | -24% | ? | 5% | -4% | ? | 2% | -26% | -43% | -24%
COc1cccc(NC(=O)Cn2c(=O)oc3cc(S(=O)(=O)N4CCCC4)ccc32)c1 | -2% | 1% | -1% | -1% | -3% | 5% | -2% | -13% | 24% | 3%
Cc1ccccc1S(=O)(=O)NNC(=O)C(=O)NNc1ccccn1 | -3% | -3% | 12% | -8% | -8% | 6% | -9% | -20% | -37% | -22%
Cc1ccc(C(=O)CCC2CCCCC2=O)cc1 (stereo unspecified) | 1% | ? | -7% | ? | 21µM* | 13µM* | ? | 56% | 35% | 3%
O=C(Cn1c(CO)nc2ccccc21)Nc1cc(C(F)(F)F)ccc1N1CCOCC1 | 2% | 1% | -3% | -2% | 5% | 2% | 2% | -11% | 8% | 9%
COCCNc1nnnc2c1sc1nc(N3CCOCC3)c3c(c12)CCCC3 | / | -1% | -6% | -12% | -4% | 0% | -14% | / | -9% | -6%
CCN(c1ccccc1)S(=O)(=O)c1ccc(C(=O)Nc2ccccn2)cc1 | -5% | 10% | / | 9% | -2% | ? | 14% | 30% | / | /
N#Cc1ccsc1NC(=O)COC(=O)c1cc2ccccc2cc1O | 2% | 18% | / | ? | ? | 4.3µM* | 3.2µM* | -19% | ? | -6%
CCCCNC(=O)Cn1cnc2sc(C)c(S(=O)(=O)N3CCN(c4ccccc4OC)CC3)c2c1=O | -1% | -6% | 1% | -1% | -9% | 3%&1% | 0% | 3% | 27% | -16%
Cc1cccc(OCC(=O)NCC(c2ccco2)N2CCCC2)c1 (stereo unspecified) | 0% | 4% | / | 3% | -4% | 0% | 0% | -17% | / | /
O=C1NC(=S)S/C1=C1\Sc2ccccc2N1CCCS(=O)(=O)O | 4% | 8% | ? | -12% | -2% | ? | -2% | 13% | -1% | -4%
O=[N+]([O-])c1cccc(C2(O)COc3ccccc3O2)c1 (stereo unspecified) | -3% | -3% | ? | 4% | 0% | -2% | -5% | 16% | -16% | 2%
COc1ccc(OCCN(C)C(=O)c2cccc(S(=O)(=O)N(C)c3ccccc3)c2)cc1 | 0% | 2% | / | 2% | -7% | 1% | -1% | -36% | / | /
Cc1ccc(C2(c3ccccc3)NC(=O)N(CC(=O)NCc3ccco3)C2=O)cc1C (stereo unspecified) | -13% | 0% | / | -11% | 0% | 0% | 8% | -11% | / | /
CCOC(=O)CNC(=O)CSc1nc2c(C)cccc2cc1CC | -2% | -5% | 20% | -8% | -1% | ? | -5% | 2% | -20% | -4%
CC(C)N1CCN(C(=O)c2ccc(OC3CCN(CCc4ccccc4)CC3)cc2)CC1 | -1% | 0% | -5% | ? | 1% | -6% | 10% | -5% | 0% | 2%
COC(=O)CCC(=O)NC(=S)Nc1ccc(S(=O)(=O)Nc2cc(OC)nc(OC)n2)cc1 | 1% | -3% | -9%[11.5 µM] | -3% | 5% | -2% | 1% | 11% | 17% | -4%
O=C(OCN1C(=O)c2ccccc2C1=O)c1cccs1 | -1% | -6% | -28% | 0% | -1% | 2% | 7% | 30% | -21% | -1%
CCC(C)NC(=O)C1CCC(CNS(=O)(=O)c2cccc3nsnc23)CC1 (stereo unspecified) | -7% | -2% | ? | 0% | -2% | 1%&0% | -1% | 0% | -8% | 6%
Cc1cc(Cl)ccc1OCC(=O)N1CC(C)CC(C)C1 (stereo unspecified) | 7% | -3% | 2% | -2% | 0% | 1% | -8% | 5% | 10% | 23%
N#CCCn1cc(C(=O)N2CCCCC2)c(-c2ccc([N+](=O)[O-])cc2)n1 | -7% | -3% | ? | 8% | -2% | -1% | -1% | -14% | -1% | 12%
CCOC(=O)Nc1ccc(S(=O)(=O)NC2CCCCC2)cc1 | 3% | -5% | -3% | -5% | -4% | 0% | -9% | -36% | ? | -11%
O=C(NN1C(=O)C2C(C1=O)C1C=CC2C12CC2)c1cccc(Cl)c1 (stereo unspecified) | -5% | -2% | -2% | 2% | 0% | -2% | -2% | -10% | 11% | 3%
CCOc1ccc(/C=N/OCC(=O)Nc2ccc(OCc3ccccc3)cc2)cc1OC | -1% | 6% | -9% | 14% | 3% | -21% | 11% | 7.9µM* | -13% | -9%
Cc1cc2ccccn2c1C(=S)NC(=O)c1ccccc1 | 1% | 4% | ? | 0% | 1% | ? | 3% | -51% | 3.2µM* | 3.5µM*
CCOC(=O)Cn1c(=O)oc2cc(S(=O)(=O)NCC3CCCO3)ccc21 (stereo unspecified) | 4% | -3% | 4% | -3% | -7% | 1% | -1% | -6% | 1% | 13%
CCN(C[C@H]1N[C@@](CC)(C(=O)OC)[C@H]2C(=O)N(Cc3ccccc3)C(=O)[C@@H]12)C(=O)c1ccc(C(C)(C)C)cc1 | -7% | / | / | 0% | -11% | / | / | -27% | / | /
COCCNC(=S)NNC(=O)c1cccs1 | -1% | -6% | -7% | 2% | 0% | -1% | -9% | -25% | -41% | -4%
